BCLXL inh – inhibitors of human Bcl-xL. Q07817. GST-Bcl-xL / FITC-Bim BH3 peptide fluorescence polarization. inhibition, % at 10.9 µM. 320,000 compounds, 0.7% hits;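 active = inhibition above the mean of all tested compounds plus 3 SD, cutoff set per campaign, cut at about 30% in these data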;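 note: 0% = DMSO wells and 100% = unlabeled Bim-BH3 peptide competitor; inhibitors lower millipolarization by displacing the labeled peptide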
Target sequence (Q07817 whole entry, looked up): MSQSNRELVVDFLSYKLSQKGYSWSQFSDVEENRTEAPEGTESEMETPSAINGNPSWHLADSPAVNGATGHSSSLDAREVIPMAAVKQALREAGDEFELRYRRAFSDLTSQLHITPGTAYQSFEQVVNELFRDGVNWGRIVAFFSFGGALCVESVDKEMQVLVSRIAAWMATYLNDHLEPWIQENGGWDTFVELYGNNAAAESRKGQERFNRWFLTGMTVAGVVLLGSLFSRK
pPAFAH inh – pPAFAH (human) enzyme inhibition; recombinant pPAFAH, FP-rhodamine probe fluorescence polarization; inhibition, % at 3.39 µM; 330,000 compounds, 1.5% hits; AID 463082;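 active = inhibition above the mean inhibition across the screen plus 3 SD, cut at about 25% in these data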;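 note: inhibitors block binding of the rhodamine activity-based probe so polarization drops; 0% = enzyme with DMSO and 100% = wells lacking pPAFAH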
AHR activator – activators of human aryl hydrocarbon receptor | P35869 | AHR-responsive luciferase reporter cells, luminescence | activation, % at 5 µM | 320,000 compounds, 2.5% hits | AID 2796; in the data active = activation above about 47%;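 note: 0% = vehicle wells and 100% = reference agonist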
MEX-5 binding – C. elegans MEX-5 TCR-2 RNA binding activity; 300,000 compounds, 0.38% hits; activity score (negative = inhibition of binding), % at 10 µM; Q9XUB2; MEX-5/FITC-TCR2 RNA binding, fluorescence polarization; hits give low values; AID 1832;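 active = inhibition past about -25% in most replicates, and total fluorescence under double the plate's negative control median, limit read from the data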;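 note: 0% = DMSO and -100% = 5 µM competing unlabeled TCR2 RNA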
Target sequence (Q9XUB2 whole entry, looked up): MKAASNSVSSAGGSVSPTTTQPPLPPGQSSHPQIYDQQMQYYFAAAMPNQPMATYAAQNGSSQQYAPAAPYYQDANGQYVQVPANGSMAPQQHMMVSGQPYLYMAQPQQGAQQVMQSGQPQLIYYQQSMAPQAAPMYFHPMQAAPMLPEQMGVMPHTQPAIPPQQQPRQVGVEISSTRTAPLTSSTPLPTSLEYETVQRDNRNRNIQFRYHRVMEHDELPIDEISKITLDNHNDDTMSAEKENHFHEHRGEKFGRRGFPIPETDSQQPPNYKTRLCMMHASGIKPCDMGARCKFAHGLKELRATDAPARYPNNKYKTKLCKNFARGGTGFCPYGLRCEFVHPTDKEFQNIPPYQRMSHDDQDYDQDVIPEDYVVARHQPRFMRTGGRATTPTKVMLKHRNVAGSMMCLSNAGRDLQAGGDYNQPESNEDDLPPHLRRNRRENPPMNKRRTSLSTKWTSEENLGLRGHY
Fam108B counter – counter-screen for RBBP9 inhibitors: inhibitors of mouse Fam108B | AID 1947 | recombinant Fam108B, FP-Rh probe fluorescence polarization | 300,000 compounds, 0.33% hits | inhibition, % at 9.51 µM;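 active = inhibition above the screen mean inhibition plus 3 SD, computed separately per campaign, cut at about 18% in these data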;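 note: inhibitors lower polarization as less probe binds the enzyme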
GLD-1 RNA inh – GLD-1-TGE RNA interaction inhibition (C. elegans) | Q17339 | purified GLD-1 + fluorescein TGE RNA, fluorescence polarization | inhibition, % at 5.96 µM | 320,000 compounds, 0.44% hits;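 active = percent inhibition above a per-plate cutoff, the plate mean of test compounds plus 3 SD, cut at about 30% in these data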;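 note: 0% = DMSO wells with GLD-1 and probe and 100% = wells lacking GLD-1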
PAFAH1B2 inh – PAFAH1B2 (human) inhibition; P68402; recombinant PAFAH1B2, FP-rhodamine activity probe, fluorescence polarization; inhibition, % at 3.39 µM; 340,000 compounds, 1.2% hits; AID 492953;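 active = inhibition above the mean of all tested compounds plus 3 SD, cut at about 24% in these data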;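 note: 0% = enzyme with DMSO and 100% = wells lacking PAFAH1B2; many of its hits are not listed in these tables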
PME-1 inh – PME-1 (human) inhibition; recombinant PME-1, FP-Rh probe fluorescence polarization; inhibition, % at 5.9 µM; 320,000 compounds, 0.53% hits;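 active = inhibition above the campaign mean of all compounds plus 3 SD, cut at about 26% in these data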;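 note: competitive labeling of PME-1 active site by serine hydrolase directed probe; 0% = PME-1 with DMSO and 100% = wells lacking PME-1 enzyme; inhibitors block probe labeling so polarization falls and inhibition rises; many of its hits are not listed in these tables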
MCL1-BIM inh – MCL1-BIM-BH3 interaction inhibition (human); AID 2057; GST-MCL1 / FITC-Bim-BH3 fluorescence polarization; inhibition, % at 10.9 µM; 320,000 compounds, 0.68% hits; Q07820;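 active = inhibition above the mean inhibition of all tested compounds plus 3 SD, set per campaign, cut at about 40% in these data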;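 note: 0% = DMSO wells and 100% = unlabeled Bim-BH3 peptide control; higher means more loss of mP so more displacement of Bim peptide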
Target sequence (Q07820 whole entry, looked up): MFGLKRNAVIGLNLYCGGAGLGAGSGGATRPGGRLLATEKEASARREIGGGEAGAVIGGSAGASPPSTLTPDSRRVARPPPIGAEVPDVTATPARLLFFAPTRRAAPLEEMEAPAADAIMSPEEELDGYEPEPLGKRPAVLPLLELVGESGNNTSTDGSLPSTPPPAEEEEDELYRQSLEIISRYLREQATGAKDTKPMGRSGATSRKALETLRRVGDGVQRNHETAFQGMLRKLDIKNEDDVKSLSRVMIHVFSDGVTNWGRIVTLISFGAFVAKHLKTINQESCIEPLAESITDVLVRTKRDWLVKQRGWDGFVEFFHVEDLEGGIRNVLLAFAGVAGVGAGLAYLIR
Starred values were filed as active, the others as inactive; . = not tested or not shown.

SMILES	BCLXL inh	pPAFAH inh	AHR activator	MEX-5 binding	Fam108B counter	GLD-1 RNA inh	PAFAH1B2 inh	PME-1 inh	MCL1-BIM inh
O=C(CSc1nnc(-c2cccc(F)c2)o1)N1CCCC1	3	0	1	-2.9	4	2	-1	1	-3
CCCCN1C(=O)c2ccc(C(=O)OCC(=O)N3CCN(c4ccccc4)CC3)cc2C1=O	0	1	1	.	.	-1	-1	-4	0
COc1ccc(-c2noc(CCC(=O)NCCCN3CCC(C)CC3)n2)cc1	2	-1	1	1.1	5	8	8	2	8
COCCCN1C(=O)C(=O)/C(=C(/O)c2ccc(OCC(C)C)cc2C)C1c1cccnc1 (stereo not given)	5	0	0	4.4	-2	-3	-3	-4	-1
CC(C)(C)C1(O)CC(C(F)(F)F)=NN1C(=O)Cc1ccc([N+](=O)[O-])cc1 (stereo not given)	-10	7	14	-0.3	-1	9	13	4	-20
Cc1onc(-c2ccccc2)c1C(=O)NCC1CCCO1 (stereo not given)	-1	5	0	-0.6	-1	-2	12	1	-5
CCO[C@H]1OC(C(=O)N2CCOCC2)=C[C@@H](C2CC2)[C@@H]1CCCO	2	1	1	1.6	1	1	-3	3	2
Cc1cc(S(=O)(=O)N2CCOCC2)ccc1OCC(=O)Nc1ccccc1F	1	-1	1	2.1	-3	-2	3	2	2
FC(F)(F)c1ccccc1CNCc1ccncc1	-1	-2	7	0.4	-3	-9	6	-2	-5
O=C(CN1CCN(C(=O)c2ccco2)CC1)Nc1ccc2c(c1)OCO2	0	2	1	2.0	-3	4	1	-8	6
O=C(CNC(=O)c1ccc2ccccc2c1)NC1CCCCC1	.	3	5	.	.	-3	-4	.	.
Cc1cc(SCc2ccc(Cl)cc2Cl)nc(=O)[nH]1	-4	14	1	3.3	4	-4	4	-5	1
O=C(CN1CCCC1)NCC(=O)Nc1ccc(F)cc1	4	7	4	0.9	1	6	0	1	2
CC(=O)N1CC[n+]2c(-c3ccc(Cl)cc3Cl)csc21	8	3	1	-2.3	-2	-5	8	6	6
O=c1[nH]cc(N2CCCCCC2)c(=O)[nH]1	5	4	-3	-0.7	3	7	1	3	6
CC(=O)Nc1ccc(NC(=O)CS(=O)(=O)Cc2ccccc2)cc1	4	0	2	0.6	2	5	6	3	-4
CCCOc1ccc(C2C(C(=O)OC)=C(C)N=C3SCCC(=O)N32)cc1OCC (stereo not given)	1	0	4	2.4	2	-5	-3	-3	0
O=C(CN(C(=O)c1csnn1)c1ccccc1F)NCc1ccccc1	14	-2	1	-2.3	4	5	2	2	22
CCC1CCCCN1CCCCOc1cccc(Cl)c1 (stereo not given)	1	0	0	1.3	1	-2	4	-2	-4
c1ccc(SSc2ccccn2)nc1	9	3	0	.	2	6	-2	1	13
CCc1c(C)sc(NC(=O)Cn2nc(C(F)(F)F)c3c2CCCC3)c1C#N	6	0	11	0.8	4	4	-1	-4	5
CC1CCCCC1NC(=O)COc1ccc(C#N)cc1 (stereo not given)	.	-4	1	.	.	1	2	.	.
CCCCc1nc2cc(C(=O)N3CCN(c4nc(C)cnc4C)CC3)ccc2o1	4	9	6	-1.7	2	-2	5	1	7
CCOc1ccc(-c2n[nH]c(=S)c3ccccc23)cc1	2	3	30	-0.4	11	0	6	-1	4
CCOC(=O)c1cnc(SCC(=O)N2CCc3ccccc32)nc1N	-3	6	1	0.0	-3	3	0	4	-3
CCOC(=O)c1c(C)[nH]c(C)c1C(=O)COC(=O)c1ccc(OC)cc1	-1	-2	2	0.6	-2	-1	2	3	-3
Cc1ccc(-n2nc3cc(C)c(N)cc3n2)cc1	-2	1	22	-1.1	5	-1	-2	1	8
CCOc1c(C)cc(S(=O)(=O)NCc2cccnc2)c(C)c1C	-2	2	6	4.0	-7	-2	6	-8	4
Cc1cccc(N(CC(N)=O)C2SC(=O)NC2=O)c1 (stereo not given)	9	4	-1	0.3	3	1	5	-1	10
CCOc1ccc(NC(=O)COC(=O)c2c(OC)cccc2OC)cc1	3	-1	3	0.2	-3	-5	2	-7	6
COc1ccc(S(=O)(=O)Cc2ccc(C(=O)NC3CCCCC3)o2)cc1	3	2	0	1.2	1	0	0	13	2
Cc1ccccc1C(=O)Nc1ccc(O)c2c(=O)cc(-c3ccccc3Cl)oc12	5	5	4	2.1	0	4	6	6	5
CC(=O)OC1C2CCC1C([N+]1(C)CCCCC1)CC2 (stereo not given)	-7	1	0	1.6	-6	-1	4	0	-12
CN(C)c1ccc(/C=N\NC(=S)SCN2C(=O)C3CCC(C)(C2=O)C3(C)C)cc1 (stereo not given)	9	6	28	.	8	-4	3	14	11
COc1ccc(C2C=C(c3ccc(Cl)cc3)Nc3nc(NC(C)=O)nn32)cc1 (stereo not given)	139*	8	1	.	-7	119*	.	4	158*
O=C(O)c1ccc(N2C(=O)/C(=C\c3ccccc3)N=C2c2ccccc2)cc1	-3	6	-8	-0.8	3	3	6	-6	-8
CC1CN(c2nc(-c3ccc(Br)cc3)nnc2-c2ccccc2)CC(C)N1 (stereo not given)	3	7	87*	-3.7	-1	0	0	-3	5
CC(OC(=O)c1ccc2ccccc2c1)C(=O)N(C)Cc1ccccc1 (stereo not given)	6	2	3	.	.	5	7	23	6
NNC(=O)c1cncc(Br)c1	-2	-3	26	1.2	-2	-4	.	-3	5
O=S(=O)(c1ccc(Cl)c(NC(=S)N/N=C/c2c(F)cccc2F)c1)N1CCOCC1	4	5	28	-0.2	-1	-3	-1	8	12

Part of the list above, showing only GLD-1 RNA inh and MCL1-BIM inh:
| molecule | GLD-1 RNA inh | MCL1-BIM inh |
| --- | --- | --- |
| CC(OC(=O)c1ccc2ccccc2c1)C(=O)N(C)Cc1ccccc1 (stereo not given) | 5 | 6 |
| NNC(=O)c1cncc(Br)c1 | -4 | 5 |

(further entries)
SMILES	BCLXL inh	pPAFAH inh	AHR activator	MEX-5 binding	Fam108B counter	GLD-1 RNA inh	PAFAH1B2 inh	PME-1 inh	MCL1-BIM inh
COCCCN1CC23C=CC(O2)C(C(=O)O)C3C1=O (stereo not given)	3	2	-1	-2.3	1	6	-1	0	-1
CCCn1cnc2c(cnn2-c2ccc(F)cc2)c1=O	7	4	0	1.4	-1	-2	0	4	0
Cc1cc(OCC(=O)NCc2ccncc2)ccc1Cl	5	3	10	1.2	-2	1	1	8	16
N#CC1CCN(C(=O)c2ccc3c(Cl)c4c(nc3c2)CCCC4)CC1	7	4	6	-1.2	4	3	5	4	2
Cc1noc(NS(=O)(=O)c2ccc(N/C=C/C(=O)c3ccc(F)cc3)cc2)c1C	-3	-2	0	3.6	0	0	1	4	3
COc1ccc(-c2nc(C#N)c(N3CCCCCC3)o2)cc1OC	6	9	33	0.7	5	6	2	-1	4
Cc1ccc(NC(=O)CS(=O)CC(=O)N(c2ccccc2)C(C)C(=O)NC2CCCC2)cc1 (stereo not given)	0	-5	3	-1.3	2	-2	10	-9	-7
O=C(/C=C/c1cccc([N+](=O)[O-])c1)OCC(=O)N1CCOCC1	-3	3	0	.	.	3	-2	2	-2
Cc1cccc(N2CCN(C(=O)CCc3nc4ccccc4c(=O)[nH]3)CC2)c1C	.	-5	0	.	.	1	-1	.	.
Cc1cc(C)c(OCC(=O)OCC(=O)NCc2cccs2)c(C)c1	-2	23	0	2.4	-4	5	6	2	-3
O=C(NCc1ccccc1)c1noc2c1CCCCC2	4	4	7	-2.0	1	10	5	-3	7
O=C(COc1ccc(OCc2ccccc2)cc1)NC1CCOC1=O (stereo not given)	2	2	1	-1.0	6	-1	2	-2	3
COc1ccc(C2N3CC4(C)CN2CC(C)(C3)C4O)cc1 (stereo not given)	2	3	2	-0.9	4	1	2	3	8
CC(C)(C)c1ccc(Cn2c(=N)n(CC(O)c3ccco3)c3ccccc32)cc1 (stereo not given)	-2	2	3	2.5	0	-12	3	11	-1
Cc1c(C(=O)NCCN2CCOCC2)sc2nc(-c3ccc(F)cc3)cn12	8	4	-2	0.2	1	-3	1	-3	2
COc1ccccc1NC(=O)CC1C(=O)Nc2c1c(=O)n(C)c(=O)n2C (stereo not given)	2	2	-1	2.1	-2	-9	1	1	-3
COc1ccc(CCNC(=O)c2ccc(CS(=O)(=O)c3ccc(Br)cc3)o2)cc1OC	5	-2	2	0.9	11	-1	4	0	6
Cc1ccc(C2(C)NC(=O)N(CC(=O)c3ccc(Cl)s3)C2=O)cc1 (stereo not given)	1	21	1	0.4	3	-2	-1	2	-20
CCOc1ccc(S(=O)(=O)NCCC(=O)N2CCN(Cc3ccccc3)CC2)cc1	3	1	1	0.2	1	-1	1	-1	2
CCCCOC(=O)CCc1c(C)n[nH]c1C	-3	7	0	2.7	0	-2	.	5	-11
COc1ccc2c(c1)CCc1c(C(=O)N(C)c3ccccc3)noc1-2	-1	6	8	0.4	0	4	0	8	0
Cc1ccc(NC2=CC(=O)CCC2)cc1C	8	1	7	-0.2	0	7	5	-2	4
Cc1oc2ccc(OC(C(=O)O)c3ccccc3)cc2c1C(=O)O (stereo not given)	5	3	0	-0.3	-3	-1	1	-2	2
Cc1nnc(C)n1/N=C/c1ccc(C(C)C)cc1	1	1	1	0.7	1	1	0	1	3
O=C(NCCCC1CCCC1)C1CCC(=O)N(Cc2cccc(F)c2)C1 (stereo not given)	5	0	21	3.3	-1	0	5	2	7
CC(C)CCNC(=O)CCn1nc(-c2ccc(Cl)cc2)ccc1=O	7	3	6	0.1	8	-2	9	-1	2
COc1cc(CNc2ccc3[nH]c(=O)[nH]c3c2)ccc1OCC(=O)NC(C)(C)C	24	14	-2	-2.6	-1	-1	3	-4	18
Cc1ccc(NC(=O)CN(C)Cc2nc3c(Br)cc(Br)cc3c(=O)[nH]2)cc1	-3	4	2	-0.9	-10	1	18	1	-4
O=C1COc2ccc(C(=O)COC(=O)c3cc(S(=O)(=O)N4CCOCC4)ccc3F)cc2N1	60*	6	2	0.5	0	-8	-2	12	2
O=C(c1ccc(Br)o1)N1CCCc2ccccc21	0	0	1	1.3	-1	-1	7	0	-1
CCOC(=O)N1CCC(NC(=O)c2sc(-n3cccc3)nc2C)CC1	6	0	1	4.0	3	-2	2	10	11
CC(C)c1ccc(OCCCCN2CCCCC2)cc1	-1	2	0	1.0	6	1	4	12	0
CCC1S/C(=C(\C#N)C(=O)NCc2ccco2)N(c2ccc(Br)cc2)C1=O (stereo not given)	-1	8	2	1.0	-3	10	1	-4	-7
COc1cccc(NC(=O)COC(=O)CCCc2c[nH]c3ccccc23)c1	0	14	10	1.1	1	4	5	12	-12
N#C/C(C(=O)Nc1ccc(Cl)cc1)=C(/S)Nc1ccccc1	-57	21	-2	-1.6	6	0	10	8	-30
CCOc1cc(/C=N/N2CCOCC2)ccc1OCc1ccc(C(=O)OC)o1	7	6	0	0.5	6	-1	0	-3	1
O=C(CCc1ccc(S(=O)(=O)NCc2ccccc2)cc1)NCc1ccc2c(c1)OCO2	1	6	0	0.4	1	-3	6	4	6
CCOC(=O)c1sc(=S)n(CC)c1NC(=O)c1ccccc1	6	5	0	1.9	3	2	.	3	3
CC(C)c1ccc(CN2CCC(C(=O)NCc3cccnc3)CC2)cc1	5	1	6	.	-2	2	4	2	0

GLD-1 RNA inh: entries above that show a hit.
smiles | BCLXL inh | pPAFAH inh | AHR activator | MEX-5 binding | GLD-1 RNA inh | PAFAH1B2 inh | PME-1 inh | MCL1-BIM inh
COc1ccc(C2C=C(c3ccc(Cl)cc3)Nc3nc(NC(C)=O)nn32)cc1 (stereo not given) | 139* | 8 | 1 | . | 119* | . | 4 | 158*

Only part of the results is shown; count on the stated rates, not on these rows.
